MIN6 prolif: inducers of MIN6 beta-cell proliferation, primary screen, ATP luminescence, uHTS; MIN6 cells proliferation, ATPlite luminescence, 48 h; cells starved in 0.2% serum; 100% = growth in 10% serum; proliferation, % at 10 µM; hit rate 0.29% among 330,000; AID 2380, 2010;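 active means compounds whose signal lies at least 3.5 SD above the mean of all wells on their plate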;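 further: 0% = DMSO-treated cells in low-serum medium and 100% = 10% serum control; some compounds called inactive have numbers as strong as hits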
GRIN3A LBD mod: binders of NR3A ligand-binding domain, primary screen, biophysical, differential scanning fluorimetry, uHTS; Glutamate receptor ionotropic, NMDA 3A (GRIN3A) ligand-binding domain; NR3A LBD differential scanning fluorimetry, Tm shift; 0% = protein alone, 100% = glycine-bound protein; Tm shift relative to glycine control, % at 25 µM; hit rate 2.5% among 340,000; AID 1259313, 2017;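 active means melting temperature shift of at least 10% of the positive control shift, at one fixed dose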
MPTP inh: mitochondrial permeability transition pore inhibitors, primary screen, biochemical, isolated mouse mitochondria, absorbance; Ca2+ swelling absorbance, 30 min; inhibition, % at 10 µM; hit rate 1.4% among 360,000;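 active means inhibition of 50% or more, scaled per plate between neutral and stimulator controls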;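 further: 0% = DMSO wells given calcium and 100% = 1 mM EGTA wells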
APJ ag: agonists of human apelin receptor APJ, primary screen, CHO-K1 cells, PathHunter beta-arrestin, luminescence; P35414; 0% DMSO wells, 100% apelin; activation, % at 20 µM; hit rate 0.11% among 330,000; AID 2520, 2010;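 active means activation more than six SD over the plate average, tested at 20 µM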;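 further: 0% = DMSO alone and 100% = apelin-13 at 10 nM; some results filed as inactive read as strong as hits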
Target sequence (P35414 whole entry, looked up): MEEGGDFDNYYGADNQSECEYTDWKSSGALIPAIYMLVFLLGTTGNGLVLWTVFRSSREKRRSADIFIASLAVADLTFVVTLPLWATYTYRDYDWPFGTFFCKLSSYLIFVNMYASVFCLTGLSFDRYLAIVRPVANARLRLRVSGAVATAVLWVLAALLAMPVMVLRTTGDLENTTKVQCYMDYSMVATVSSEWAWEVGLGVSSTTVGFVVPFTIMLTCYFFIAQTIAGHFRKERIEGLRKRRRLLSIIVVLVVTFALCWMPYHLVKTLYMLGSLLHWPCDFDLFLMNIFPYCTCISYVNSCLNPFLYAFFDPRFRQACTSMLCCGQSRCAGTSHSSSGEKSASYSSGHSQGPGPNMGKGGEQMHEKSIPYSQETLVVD
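Assay system: engineered CHO-K1 APJ arrestin reporter cells; Amount: 1000 CHO-K1 reporter cells seeded per well; Dosing: one dose, 20 µM compound, 1% DMSO; Times: compound stimulation 90 min at 25 °C, detection 60 min; Measured by: luminescent beta-gal fragment complementation, chemiluminescent substrate; Read-out: APJ–arrestin association signal; Controls: DMSO vs Apelin-13 10 nM.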
TIM10 inh: growth inhibitors of isogenic TIM10 control yeast, primary screen, counter-screen for tim10-1 yeast inhibitor project, luminescence, uHTS; S. cerevisiae TIM10 strain growth, BacTiter-Glo luminescence, 24 h; hit rate 1.4% among 330,000; inhibition, % at 10 µM;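 active means inhibition of 40% or more at the single tested concentration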;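 further: wild-type TIM10 isogenic control strain grown at permissive 25 °C; 0% = DMSO yeast wells and 100% = minimal medium wells without yeast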
APJ antag: antagonists of human apelin receptor APJ, primary screen, CHO-K1 cells, beta-arrestin complementation, luminescence; P35414; inhibition, % at 20 µM; hit rate 0.32% among 330,000; AID 2521, 2010;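 active means inhibition above about 40% at 20 µM, limit read from the data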;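 further: cells challenged with 10 nM apelin-13 agonist together with compound; plate controls were apelin-13 plus DMSO wells for no effect and DMSO wells lacking apelin-13 for full effect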
tim10-1 inh: growth inhibitors of tim10-1 mutant yeast, primary screen, luminescence, uHTS; S. cerevisiae tim10-1 ts strain growth, BacTiter-Glo, 24 h; inhibition, % at 20 µM; hit rate 2.2% among 330,000; AID 463190, 2010;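 active means inhibition of at least 40%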;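 further: mutant grown at 25 °C; 0% = DMSO wells with yeast and 100% = wells holding no yeast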
tim23-1 inh: growth inhibitors of tim23-1 mutant yeast, primary screen, luminescence, uHTS; S. cerevisiae tim23-1 growth, BacTiter-Glo luminescence, 24 h; inhibition, % at 20 µM; hit rate 1.3% among 330,000; AID 463212, 2010;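 active means growth inhibition of the mutant yeast at or above 50%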;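 further: temperature-sensitive mutant grown at 25 °C; plate controls were DMSO-treated mutant yeast for no effect and medium wells lacking yeast for full effect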
NLRP3 yeast inh: NALP3 inflammasome inhibitors in reconstituted yeast, primary screen, luminescence, uHTS. Yeast reconstituted NLRP3/ASC/caspase-1, beta-gal luminescence, 24 h. inhibition, % at 10 µM. hit rate 0.39% among 330,000. AID 2825, 2010;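 active means inhibition of 50% or more; inactive means inhibition below 50%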;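 further: plate controls were induced DMSO wells for no effect and uninduced yeast grown without galactose for full effect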
The depositor's hits bear a star; · = no result given.

Every second line gives: MIN6 prolif	GRIN3A LBD mod	MPTP inh	APJ ag	TIM10 inh	APJ antag	tim10-1 inh	tim23-1 inh	NLRP3 yeast inh
1) COC(=O)c1ccc(NC(=S)N2CCN(CCO)CC2)cc1
    -4	-1	-0.9	-3	2	12	13	5	10
2) Cc1nc(NC(=S)NC(=O)c2ccccc2)sc1C(=O)N(C)C
    -1	0	-2.2	-2	12	9	8	23	4
3) Cc1ccc(Cn2ncc3c(NCCN(C)C)ncnc32)cc1
    -2	0	-0.2	-5	-7	-11	11	7	12
4) Cc1ccc(OCC(=O)NCC2CCCO2)c(C)c1 (stereo not given)
    -4	-1	1.7	-1	-2	-2	7	9	8
5) Nc1cccc(-c2nc3ccccc3s2)c1
    -2	-9	-1.7	7	4	-4	26	35	26
6) Cc1ccc(CCNC(=O)C2CCN(S(=O)(=O)c3ccc4c(c3)CCC(=O)N4)CC2)cc1
    -4	1	0.2	-5	-1	1	3	7	5
7) CC(C)n1ncc2c(C(=O)Nc3ccc(S(N)(=O)=O)cc3)cc(C3CC3)nc21
    1	-5	-0.3	-2	7	4	15	-2	-6
8) c1ccc(Cn2ncc3ccccc32)cc1
    0	-1	1.3	-1	-17	20	-18	-8	-35
9) CCc1cccc(Nc2cc(C)nc3nc(C)nn23)c1
    0	0	-0.5	-2	2	13	14	6	18
10) COc1ccc(C2/C=C\CNCC(=O)N2Cc2ccc(F)cc2)cc1 (stereo not given)
    -2	-2	-0.4	-5	-2	3	5	7	15
11) CCC1(CC)C(=O)C2=C3C1[C@H](C(=O)OC)C=C(C(=O)OC)C[C@H]3n1c(=O)n(-c3ccccc3)c(=O)n1[C@H]2C (stereo not given in full)
    2	1	-0.3	5	12	11	8	21	4
12) CN1C(=S)SC(/[N+]([O-])=C\c2ccco2)C1(C)C (stereo not given)
    -3	1	0.1	-1	6	6	15	1	-10
13) O=C(N/N=C/c1ccc(OC2CSC2)cc1)c1ccc(CN2CCOCC2)cc1
    -2	-3	-0.4	-1	17	-4	7	-2	9
14) COc1ccccc1CCNC(=O)C1CCN(c2nnc(C)c3c(C)n(-c4ccc(C)cc4)nc23)CC1
    -5	-5	-2.1	0	-2	24	12	7	14
15) CCCCc1nnc(NC(=O)C2CC(=O)N(Cc3ccccc3)C2)s1 (stereo not given)
    0	2	-0.2	5	8	14	10	9	12
16) Cc1noc(NC(=O)c2c(-c3c(Cl)cccc3Cl)noc2C)c1[N+](=O)[O-]
    0	0	21	-2	1	4	7	7	8
17) CCC(=O)NNc1nc2c(Cl)cccc2s1
    2	0	-3.9	-3	13	-24	0	5	18
18) CN1C(=O)c2ccccc2C(C(=O)NCC2CCCO2)C1c1c[nH]c2ccccc12 (stereo not given)
    -2	0	1.1	2	8	3	13	20	-13
19) O=C(CNC(=O)c1nc[nH]c1C(=O)NCc1ccccc1)OCc1ccccc1
    9	-10	-0.2	2	7	-10	14	30	14
20) COc1cc(C(=O)OCc2cc3ccccc3[nH]c2=O)cc(OC)c1OC
    -1	1	2.4	1	-22	-6	-24	-27	-20
21) O=C(Nc1ccccc1N1CCCCC1)c1ncoc1-c1cccc(F)c1
    -5	2	0.4	-3	17	11	12	4	6
22) CC(=O)N(Cc1ccc(F)cc1)c1cccc(C)c1C
    2	-3	1.0	-4	15	20	15	5	-15
23) O=S(=O)(c1ccccc1)[C@@]1(c2ccc(Br)cc2)C[C@@H]2ON=C(c3ccccc3)[C@@H]2C1
    -7	1	-0.7	-7	-37	-59	-2	21	21
24) C/C(=N/NS(=O)(=O)c1cccc([N+](=O)[O-])c1)c1c[nH]c2ccccc12
    0	0	-1.4	2	4	1	1	16	11
25) COc1ccc(NC(=O)CSc2nnc(C)n2N)cc1S(=O)(=O)N1CCCCC1
    1	-2	0.2	-1	3	10	9	15	15
26) CC(C)n1cc(CN2CCN(CCc3ccccc3)C(CCO)C2)cn1 (stereo not given)
    -3	3	0.6	0	-8	8	4	2	-3
27) CCOc1ccc(S(=O)(=O)Nc2ccc(C(=O)NCC(C)(C)N3CCOCC3)cc2)cc1
    -1	-2	-1.9	9	13	9	4	13	8
28) Cc1cc2c(cc1C)NC(CC(=O)NCc1ccccc1)C(=O)N2 (stereo not given)
    -2	-2	-3.9	-1	5	2	11	11	1
29) COc1ccc(N2CCN(CNC(=O)c3ccccc3)CC2)cc1
    -1	-1	-0.6	-1	-4	1	-1	2	11
30) Cc1cccc(CNC(=O)CC2C(=O)NCCN2C2CCCC2)c1 (stereo not given)
    2	3	0.0	-2	0	-4	-13	1	7

An excerpt of these results, with one line to a screen:
[1] COC(=O)c1ccc(NC(=S)N2CCN(CCO)CC2)cc1
[2] Cc1nc(NC(=S)NC(=O)c2ccccc2)sc1C(=O)N(C)C
[3] Cc1ccc(Cn2ncc3c(NCCN(C)C)ncnc32)cc1
[4] Cc1ccc(OCC(=O)NCC2CCCO2)c(C)c1 (stereo not given)
[5] Nc1cccc(-c2nc3ccccc3s2)c1
[6] Cc1ccc(CCNC(=O)C2CCN(S(=O)(=O)c3ccc4c(c3)CCC(=O)N4)CC2)cc1
[7] CC(C)n1ncc2c(C(=O)Nc3ccc(S(N)(=O)=O)cc3)cc(C3CC3)nc21
[8] c1ccc(Cn2ncc3ccccc32)cc1
Screen / compound no.	1	2	3	4	5	6	7	8
MIN6 prolif	-4	-1	-2	-4	-2	-4	1	0
GRIN3A LBD mod	-1	0	0	-1	-9	1	-5	-1
MPTP inh	-0.9	-2.2	-0.2	1.7	-1.7	0.2	-0.3	1.3
APJ ag	-3	-2	-5	-1	7	-5	-2	-1
TIM10 inh	2	12	-7	-2	4	-1	7	-17
APJ antag	12	9	-11	-2	-4	1	4	20
tim10-1 inh	13	8	11	7	26	3	15	-18
tim23-1 inh	5	23	7	9	35	7	-2	-8
NLRP3 yeast inh	10	4	12	8	26	5	-6	-35

[9] CCc1cccc(Nc2cc(C)nc3nc(C)nn23)c1
[10] COc1ccc(C2/C=C\CNCC(=O)N2Cc2ccc(F)cc2)cc1 (stereo not given)
[11] CCC1(CC)C(=O)C2=C3C1[C@H](C(=O)OC)C=C(C(=O)OC)C[C@H]3n1c(=O)n(-c3ccccc3)c(=O)n1[C@H]2C (stereo not given in full)
Screen / compound no.	9	10	11
MIN6 prolif	0	-2	2
GRIN3A LBD mod	0	-2	1
MPTP inh	-0.5	-0.4	-0.3
APJ ag	-2	-5	5
TIM10 inh	2	-2	12
APJ antag	13	3	11
tim10-1 inh	14	5	8
tim23-1 inh	6	7	21
NLRP3 yeast inh	18	15	4

Carrying on.
Every second line gives: MIN6 prolif	GRIN3A LBD mod	MPTP inh	APJ ag	TIM10 inh	APJ antag	tim10-1 inh	tim23-1 inh	NLRP3 yeast inh
31) CCCC(C)NS(=O)(=O)c1ccc(OC)c(C)c1 (stereo not given)
    -1	1	0.0	-1	12	2	15	8	17
32) CCC(C)C(NC(N)=O)C(=O)Nc1ccc(S(=O)(=O)Nc2ccc(OC)cc2)cc1 (stereo not given)
    0	-6	-0.7	1	-8	5	-13	8	8
33) O=C(O)/C=C/c1cnc2ccccc2n1
    -3	-1	-1.8	0	14	-15	5	9	11
34) O=C(NCC(=O)N(c1ccc(F)cc1)C(C(=O)NC1CCCC1)c1ccncc1)c1ccco1 (stereo not given)
    1	-3	-2.5	-1	2	8	10	1	18
35) CC(=O)c1cccc(S(=O)(=O)NCCC(=O)Nc2ccc(S(N)(=O)=O)cc2)c1
    -2	1	-1.7	0	-10	2	0	-4	18
36) CCOC(=O)N1CCN(CC(O)COc2c(OC)cccc2OC)CC1 (stereo not given)
    1	0	-1.8	-3	4	17	4	2	13
37) COc1ccc(C)cc1S(=O)(=O)NC1CCCCC1C (stereo not given)
    -1	-1	-0.8	-4	4	0	30	11	-8
38) O=C(COC(=O)c1cc(Cl)ccc1O)Nc1ccc2c(c1)OCCO2
    1	-8	0.1	-3	-9	13	3	13	12
39) Cc1ccc(NC(=O)COC(=O)C2(C)CC2(Cl)Cl)cc1S(=O)(=O)N1CCOCC1 (stereo not given)
    2	1	0.4	-5	6	1	20	2	3
40) Cc1ccccc1NC(=O)c1cc(S(=O)(=O)N2CCCCC2)cs1
    -2	1	-1.0	-4	6	4	18	14	-7
41) Cn1nc(C(F)(F)F)c(-c2cccc(C(F)(F)F)c2)c1NC(=O)c1cccnc1
    -2	0	10	-2	8	-5	7	18	16
42) CC(Oc1ccccc1)C(=O)N1CCN(C(=O)C(C)Oc2ccccc2)CC1 (stereo not given)
    -5	2	-0.6	10	6	2	9	7	8
43) O=C(NC1CCN(Cc2ccccc2)CC1)c1ccc(S(=O)(=O)NCc2ccco2)cc1
    0	0	24	0	10	-1	8	-1	6
44) O=C(Nc1cccc(C(=O)O)c1)/C(=C\c1ccc2c(c1)OCO2)NC(=O)c1ccccc1Cl
    -2	-1	-1.6	-6	3	1	2	-6	13
45) COc1ccc2nc(NC(=O)Cc3ccc(OC)c(S(=O)(=O)N4CCOCC4)c3)sc2c1
    -2	0	-1.0	5	4	13	2	14	-4
46) CCN(CC)c1ccc(C(=O)OCC(=O)Nc2sccc2C#N)cc1
    0	-1	0.7	1	7	-5	35	32	12
47) Clc1ccc(Oc2ccccc2)c2ncccc12
    -4	-1	-0.9	-3	14	-1	26	27	26
48) O=C(c1cc(NC(=O)C23CC4CC(CC(C4)C2)C3)cc(NC(=O)C23CC4CC(CC(C4)C2)C3)c1)N1CCCCC1
    -6	-3	·	-4	11	10	-3	18	13
49) CC(C)Cc1cc(C(=O)N(C)C2CCCN(Cc3ccccc3F)C2)n(C)n1 (stereo not given)
    -2	0	-1.3	-1	5	-3	-6	14	3
50) Cc1ccc(CSc2ncnc3onc(C)c23)cc1
    0	0	1.8	6	-3	-7	-1	5	41
51) O=C(NC(=S)NNC(=O)c1ccccc1[N+](=O)[O-])c1ccccc1
    -2	3	-14	-5	51*	16	41*	50*	0
52) CCOc1cc(C2CC(=O)Nc3cc(C)c(C)cc32)ccc1O (stereo not given)
    -2	-14	-0.8	0	11	5	22	22	12
53) Cc1ccc(-n2cc(-c3ccccc3)c3c(NN4CCOCC4)ncnc32)cc1
    -4	-5	0.1	-1	23	25	8	38	15
54) COc1ccc(O)c(CN2CCCC(N3CCc4ccccc4C3)C2)c1 (stereo not given)
    -2	-1	0.0	-3	0	-20	2	-4	16
55) CCOCCCNc1nc2ccccc2[nH]1
    -3	-1	-1.2	-2	-2	11	-3	5	-3
56) C[C@H](CO)N1C[C@H](C)[C@@H](CN(C)S(=O)(=O)c2ccc(F)cc2)Oc2c(NS(=O)(=O)c3ccccc3)cccc2C1=O
    0	1	-2.6	-4	-2	1	12	14	17
57) O=C(Nc1cc(=O)[nH]c2ncnn12)c1ccccc1Cl
    -2	1	0.1	-2	6	2	5	20	-10
58) CC(C)(C)c1ccc(OCCCC(=O)Nc2ccc(S(N)(=O)=O)cc2)cc1
    -2	-2	2.0	-4	3	-14	16	3	-9

Not a hit list; about 7.2% have a hit in one of these screens.
